KB-V1 MDR tox: kills drug-selected multidrug resistant KB-V1 cells | KB-V1 MDR cells viability, CellTiter-Glo, 72 h | Potency, µM (titrated, usually from 46.1 µM), inactives show top-dose activity change, negative = cytotoxicity, usual class: cytotoxic | 3.4% of 400,000 active | AID 1347076; note: potency is the fitted concentration of half-maximal effect; % is set by controls: 0 for no effect and ±100 for the full control effect; nearly all actives have a fitted effect of over 60% in size
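Cytotoxicity via CellTiter-Glo luminescence after 72 h compound exposure at 37 degrees C. Cells: drug-selected KB-V1 line, DMEM phenol-red free plus 10% FBS. Compounds tested at multiple concentrations; normalized data fitted to concentration-effect curves.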
GLP-1R agonist: activates the human GLP-1 receptor; HEK293 GLP-1R CRE-luciferase, luminescence, 4-6 h; cells express a hypersensitive GLP-1R form; P43220; Potency, µM (top dose mostly 45.6 µM), without a hit: top-dose activation, hits mostly activators; AID 624172; 0.007% of 380,000 active; note: potency is the fitted concentration of half-maximal effect; % of control where 0% means no effect
Target sequence (P43220 whole entry, looked up): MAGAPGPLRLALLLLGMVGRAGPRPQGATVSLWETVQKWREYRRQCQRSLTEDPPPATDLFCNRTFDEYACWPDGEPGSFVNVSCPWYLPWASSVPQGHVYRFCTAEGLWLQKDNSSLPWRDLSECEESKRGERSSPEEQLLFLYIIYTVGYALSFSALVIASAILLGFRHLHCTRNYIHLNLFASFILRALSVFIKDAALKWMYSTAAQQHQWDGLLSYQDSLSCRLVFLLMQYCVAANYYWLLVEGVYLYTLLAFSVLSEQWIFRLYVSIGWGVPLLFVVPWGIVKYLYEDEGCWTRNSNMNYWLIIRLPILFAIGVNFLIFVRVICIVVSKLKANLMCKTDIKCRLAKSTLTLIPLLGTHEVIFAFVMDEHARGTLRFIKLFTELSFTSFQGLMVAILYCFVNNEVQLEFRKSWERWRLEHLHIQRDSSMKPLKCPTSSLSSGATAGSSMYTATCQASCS
D3 ag: D3 dopamine receptor (human) agonism. 0.58% of 410,000 active. P35462. AID 652048. max activation, %. D3R DiscoveRx beta-arrestin cells, luminescence, 90 min; in the data active = max activation above about 30%; note: 0% is about no effect; mostly tested at two doses, the higher about 12 µM
Target sequence (P35462 whole entry, looked up): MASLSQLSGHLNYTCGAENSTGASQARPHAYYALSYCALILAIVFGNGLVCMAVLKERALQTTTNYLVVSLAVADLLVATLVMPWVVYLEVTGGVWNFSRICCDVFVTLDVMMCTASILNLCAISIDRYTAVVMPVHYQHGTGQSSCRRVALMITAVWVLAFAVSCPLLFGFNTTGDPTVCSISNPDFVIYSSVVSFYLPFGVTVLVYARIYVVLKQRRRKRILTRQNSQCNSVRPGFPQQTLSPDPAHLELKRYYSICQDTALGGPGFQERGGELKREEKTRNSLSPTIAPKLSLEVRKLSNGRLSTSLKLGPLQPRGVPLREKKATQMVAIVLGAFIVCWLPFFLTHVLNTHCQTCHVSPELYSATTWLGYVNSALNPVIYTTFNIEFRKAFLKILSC
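Cells at 1500/well, incubated overnight, then treated with pinned compounds (dopamine as control) for 90 min at 37 degrees C. DiscoveRx reagent added for 30 - 60 minutes at room temperature; luminescence read.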
TDP43 rescue: inhibitors of TDP-43 toxicity in yeast; TDP-43 expressing yeast growth rescue, BacTiter-Glo, 24 h; Potency, µM (titrated, usually from 46.1 µM), for the others: top-dose growth rescue (activation), hits mostly activators; 1.8% of 410,000 active; note: potency is the fitted concentration of half-maximal effect; % of control where 0% means no effect; nearly all actives have a fitted effect of over 50% in size
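Growth rescue of TDP-43-toxic yeast measured as ATP luminescence (BacTiter-Glo). Cells grown to mid-log in raffinose, induced in galactose at OD600=0.02, exposed to compound 24 hr at 30 deg C.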
HEK293 tox: cytotoxicity counter-screen for GLP-1 receptor inverse agonists | AID 624418 | Potency, µM (top dose mostly 38.3 µM), for the others: at the top dose activity change, negative = inhibition, most hits filed as inhibitors | 0.13% of 410,000 active | HEK293 cAMP-luciferase reporter cells, luminescence, 24 h;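 note: loss of luciferase light is scored as toxicity; potency is the fitted concentration of half-maximal effect; % is set by controls: 0 for no effect and ±100 for the full control effect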
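Step one: seed cells (200 cells/uL, DMEM with 10% Nu serum, 1% pen-strep). Step two: 12-hour incubation at 37 deg C. Step three: pin 23 nL compound, incubate 24 hr. Step four: add luciferase reagent, read luminescence 12 min later.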
aSyn rescue: alpha-synuclein toxicity inhibition in yeast | Yeast expressing alpha-synuclein, growth rescue, BacTiter-Glo, 24 h | Potency, µM (highest dose often 46.1 µM), for inactives: top-dose growth rescue (activation), usual class: activators | 0.14% of 370,000 active | AID 652106; note: potency is the fitted concentration of half-maximal effect; % of control where 0% means no effect; nearly all actives have a fitted effect of over 65% in size
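Readout is rescue of growth in alpha-synuclein-expressing yeast, so inhibitors of toxicity appear as activators. Growth after 24 hr at 30 deg C in galactose medium is quantified by luminescence.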
GLP1R inv ag: acts as inverse agonist at human GLP-1 receptor | P43220 | HEK293 GLP-1R CRE-luciferase, luminescence, 24 h; GLP-1R form is constitutively active | Potency, µM (highest dose often 38.3 µM), without a hit: top-dose activity change, negative = inhibition, actives largely listed as inhibitors | 1.6% of 410,000 active | AID 624417; note: potency is the fitted concentration of half-maximal effect; % is set by controls: 0 for no effect and ±100 for the full control effect; nearly all actives have a fitted effect of over 55% in size
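HEK293 cells stably co-expressing constitutively active GLP-1R and a cAMP-responsive luciferase reporter were seeded in DMEM with 10% Nu serum, given compounds after 12 h, and incubated 24 h at 37 deg C. Luminescence was then read.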
PTHR1 ag: agonists of human PTHR1 parathyroid hormone receptor; Q03431; HEK293 GP2 PTHR1 cells, GloSensor cAMP luminescence, 1 h; Potency, µM (doses to about 115 µM), without a hit: at the highest dose activation, usual class: activators; 0.075% of 410,000 active; AID 743266; note: potency is the fitted concentration of half-maximal effect; nearly all actives have a fitted effect of over 55% in size; some results filed as inactive show a strong effect at the top dose; inactives centre near -15; many of its hits are not listed in these tables
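HEK-293-derived GP2 cells expressing PTHR1 and a GloSensor cAMP reporter, 3,000/well, plated overnight, given luciferin plus IBMX (each 0.5 mM as added) for 1 h at 37 °C, then compound for 1 h at 37 °C. Luminescence was read after 15 min at room temperature.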
D3 antag: D3 dopamine receptor (human) antagonism; P35462; D3R cells, DiscoveRx beta-arrestin luminescence, antagonist mode; active compounds read low; max response, negative = inhibition, %; 2.5% of 360,000 active; AID 652054; in the data active = max response below about -50%; inconclusive = no clear call, values can overlap the other calls; note: % is set by controls: 0 for no effect and ±100 for the full control effect; mostly tested at two doses, the higher about 12 µM
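Cells expressing the human receptor were seeded at 1500 cells/well, incubated overnight at 37 degrees C in 5% CO2, then exposed to library compounds with dopamine controls for 90 minutes at 37 degrees C before luminescent detection.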
* = called active by the depositor; i = inactive; ? = inconclusive; · = no result given; [ ] = another dose, or the depositor's remark. Unless noted, calls come from the whole dose curve; as a rule, active = well fitted curve in the direction sought with a large enough effect; inconclusive = small, poorly fitted or top-dose-only effect, or another doubt; inactive = no such curve, though single readings can be large; an effect the other way counts as inactive or inconclusive.

SMILES	KB-V1 MDR tox	GLP-1R agonist	D3 ag	TDP43 rescue	HEK293 tox	aSyn rescue	GLP1R inv ag	PTHR1 ag	D3 antag
Cc1cn(CC(=O)NCCc2c[nH]c3ccccc23)c(=O)[nH]c1=O	-10.7%	8.3%	17.7	3.4%	4.0%	-4.2%	9.4%	-23.3%	3.4
O=C(Nc1ccc(Cl)cc1)/C(=C/c1cccc(O)c1)c1nc2ccccc2s1	?	-4.0%	-2.0	1.0%	-15.5%	-3.4%	2.82µM*	-38.0%	?
c1ccc(-c2nn3c(Cn4nnc5ccccc54)nnc3s2)cc1	-15.5%	10.5%	14.6	14.4%	6.2%	-54.0%[inhibitor]	2.0%	i	13.9
O=S(=O)(NC(=S)Nc1ccccc1)c1ccc(F)cc1	-20.0%	-3.5%	11.2	0.9%	-9.9%	-5.4%	-0.5%	i	4.7
Cc1cc(NCCO)nc(-n2nc(C)cc2C)n1	-23.7%	-11.8%	6.4	6.1%	-3.2%	-1.2%	-2.0%	-12.6%	-25.4
CN(C)C(=O)CC12CC3CC(C1)CC(CC(=O)N(C)C)(C3)C2	-0.4%	0.3%	1.1	16.9%	-0.9%	0.8%	1.8%	i	2.6
Cc1cc(C(=O)N2CCN(c3ccccc3O)CC2)c(C)o1	5.5%	-5.6%	3.6	-2.2%	-1.3%	-6.8%	-7.6%	-5.3%	8.9
Cc1csc(Sc2ccc([N+](=O)[O-])cc2C(=O)OCC(=O)NC2CCCC(C)C2C)n1 (stereo not given)	0.1%	0.8%	-2.5	-0.1%	-4.3%	4.7%	8.5%	-15.8%[57.5 µM]	-12.0
CC(=O)c1cccc(NC(=O)CSc2nc(N3CCCCC3)nc(N3CCCCC3)n2)c1	-16.5%	?	-9.6	-19.6%	0.7%	-2.5%	-0.7%	-33.7%[inhibitor]	4.3
O=C(CCC(=O)N1CCc2ccccc21)Nc1ccccc1	?	?	-6.9	?	9.2%	8.9%	0.0%	i	?
COc1ccc(C2CC(=O)N(CCCN(C)CCc3ccc(OC)c(OC)c3)C2)cc1 (stereo not given)	0.3%	-2.3%	-9.0	2.7%	3.5%	-2.5%	8.8%	i	-6.1
Cc1cc(C(=O)Nc2ccc(F)cc2C)cs1	22.5%	-3.0%	-6.5	?	-5.9%	-1.2%	12.9%	i	20.6
CCC(C)NC(=O)CSc1nnc(-c2ccoc2C)n1CC1CCCO1 (stereo not given)	8.3%	1.4%	13.6	7.0%	-12.2%	4.6%	1.8%	5.5%	10.9
COc1ccc(N2CCN(c3ncnc4c3nnn4Cc3ccccc3Cl)CC2)cc1	-7.7%	-10.2%	4.1	9.6%	4.1%	4.2%	0.1%	-19.8%[57.5 µM]	-5.3
CC(C)(C)n1nc2c(c1NC(=O)c1cc([N+](=O)[O-])ccc1Cl)CS(=O)(=O)C2	-3.4%	-1.5%	-4.7	-4.3%	-28.9%	-1.0%	?	-20.6%	-19.5
Cc1ccc(C)c(C(=O)COC(=O)c2cc(Cl)nc3ccccc23)c1	-24.0%	3.0%	-15.8	13.4%	-3.0%	-5.8%	9.8%	-11.1%	22.4
CCc1c(O)nc(SCC(=O)Nc2ccccc2C)n(-c2ccc(C)cc2)c1=O	?	2.6%	0.7	5.7%	3.2%	0.0%	9.7%	i	-1.4
Cc1cc(Br)ccc1NC(=O)CN(C)C(=O)CN1C(=O)NC(C)(C2CC2)C1=O (stereo not given)	?	-2.7%	1.9	20.5%	-2.6%	10.8%	11.6%	-41.0%[inhibitor]	11.9
O=C(c1ccc(F)cc1)N1CCCC(c2ccccc2)C1 (stereo not given)	-22.0%	15.5%	-3.8	21.5%	3.7%	10.2%	-16.5%	i	-4.1
CC(=O)Nc1ccc(NC(=O)c2cc3sccc3n2Cc2ccc(F)cc2)cc1	0.0%	·	-7.4	17.2%	6.9%	·	-19.9%	-7.9%	·

Record cards, from the list above. Values in the order: KB-V1 MDR tox | GLP-1R agonist | D3 ag | TDP43 rescue | HEK293 tox | aSyn rescue | GLP1R inv ag | PTHR1 ag | D3 antag
Cc1ccc(C)c(C(=O)COC(=O)c2cc(Cl)nc3ccccc23)c1 as listed: -24.0% | 3.0% | -15.8 | 13.4% | -3.0% | -5.8% | 9.8% | -11.1% | 22.4
CC(=O)c1cccc(NC(=O)CSc2nc(N3CCCCC3)nc(N3CCCCC3)n2)c1 as listed: -16.5% | ? | -9.6 | -19.6% | 0.7% | -2.5% | -0.7% | -33.7%[inhibitor] | 4.3
Cc1cn(CC(=O)NCCc2c[nH]c3ccccc23)c(=O)[nH]c1=O as listed: -10.7% | 8.3% | 17.7 | 3.4% | 4.0% | -4.2% | 9.4% | -23.3% | 3.4

The listing continues:
SMILES	KB-V1 MDR tox	GLP-1R agonist	D3 ag	TDP43 rescue	HEK293 tox	aSyn rescue	GLP1R inv ag	PTHR1 ag	D3 antag
CCCCN1C(=O)C(CC(=O)NC(c2ccccc2)c2ccccc2)CC(C(=O)N(C)C)=C1C (stereo not given)	17.3%	-3.6%	0.1	0.0%	-10.4%	-10.4%	-1.1%	-14.8%	1.4
O=C(CCC(=O)N1CCOc2ccc(Cl)cc21)NCCCN1CCOCC1	-1.2%	-2.2%	-7.8	23.3%	9.7%	-1.8%	6.8%	i	5.4
O=C(CN1CCCC1)Nc1cccc(Cl)c1	16.7%	-1.6%	6.2	5.2%	4.5%	-7.3%	-38.0%	-4.3%	?
CCOC(=O)CNC(=O)COc1coc(CN2CCN(c3ccc(F)cc3)CC2)cc1=O	23.4%	-0.5%	-0.4	5.6%	0.0%	-3.7%	18.0%	i	11.8
COC(=O)c1sc(-c2ccccc2)cc1NC(=O)c1cccc(Cl)c1	0.0%	·	-1.9	10.4%	3.5%	·	3.9%	-1.8%	·
O=C(NCc1cccnc1)c1ccc(NC(=O)c2ccc([N+](=O)[O-])cc2)cc1	6.1%	-4.0%	-2.5	8.7%	9.2%	0.0%	9.5%	-80.0%[inhibitor]	3.5
Cc1c(C)c2ccc(OCC(=O)NC(Cc3c[nH]c4ccc(O)cc34)C(=O)O)c(C)c2oc1=O (stereo not given)	16.9%	3.3%	-3.4	19.3%	0.7%	-6.1%	4.0%	i	11.8
O=S(=O)(Nc1ccc(C(F)(F)F)cc1)c1cccs1	-8.8%	-1.3%	-1.2	?	7.4%	0.4%	7.8%	-10.8%	-11.5
Cc1ccc(-n2ncc3c2CCCC3NC(=O)c2cnccn2)cc1C (stereo not given)	?	3.5%	-6.4	-16.0%	13.7%	-5.3%	8.5%	-32.0%[inhibitor]	1.8
O=C(N/N=C/c1cccc2ccccc12)c1n[nH]c2c1CCCC2	2.59µM*	11.7%	-2.0	-9.8%	-25.4%	1.2%	1.12µM*	-5.6%	-27.8
CCc1nc2ccccc2c(C(=O)OCC(=O)N2CC(C)OC(C)C2)c1C (stereo not given)	-25.6%	10.1%	5.3	18.8%	-12.1%	1.1%	-19.6%	i	21.5
COc1ccc(C(=O)Cn2c(Cl)nc3c2c(=O)n(C)c(=O)n3C)cc1	?	11.8%	-7.8	-1.9%	-11.3%	-1.9%	-11.4%	-22.4%	-0.2
FC(F)(F)c1nnc(-c2ccccc2)nc1N1CCOCC1	?	19.0%	12.7	5.6%	9.7%	-2.0%	-6.0%	-6.6%[57.5 µM]	-3.5
CN(C)/C=C/c1onc(-c2c(Cl)cccc2Cl)c1C#N	-15.2%	4.6%	-2.4	12.8%	4.7%	4.6%	-26.8%	-17.1%	6.3
CCOC(=O)c1cccc(NC(=O)C(C)n2c(C)c3cnn(-c4ccccc4)c(=O)c3c2C)c1 (stereo not given)	-1.6%	·	-5.8	-3.3%	3.3%	·	-23.7%	i	·
CN(CCO)c1c2c(nc3cc(-c4cccc(F)c4)nn13)CCCC2	1.2%	9.2%	-0.8	3.5%	-8.3%	1.6%	?	-10.0%	-1.1
CCc1noc(C)c1C(=O)N1CCCC(CCC(=O)NCc2cccc(OC)c2)C1 (stereo not given)	-5.6%	1.3%	3.7	-13.5%[9.22 µM]	-6.2%[7.66 µM]	-4.1%	-4.7%[7.66 µM]	-3.9%	-0.1
CCc1ccccc1NC(=S)N(CCN(C)C)C(C)c1ccco1 (stereo not given)	-0.5%	13.3%	-4.4	-1.7%	-5.5%	-8.4%	?	i	-146.1*
O=C(COc1ccccc1)NCC1CCCO1 (stereo not given)	21.7%	-0.3%	0.0	-2.3%	4.5%	-17.4%	-1.5%	-8.8%[57.5 µM]	-3.1
Cc1cccc(-n2nc(CC#N)c(C#N)c2N)c1	-5.2%	10.0%	3.1	-11.4%	-2.1%	-11.2%	22.0%	0.9%	-15.0
O=C(Nc1ncn[nH]1)c1ccccc1O	0.0%	-0.1%	1.4	14.5%	4.6%	-0.2%	1.9%	i	0.6
O=c1c2ccccc2nnn1COc1ccc(F)cc1Cl	1.8%	8.9%	-5.3	-6.9%	14.9%	1.3%	14.1%	i	-0.3
COc1ccc(N2CC(NC(=O)COc3ccccc3C)CC2=O)cc1OC (stereo not given)	10.9%	1.2%	-21.5	-13.7%	1.9%	·	1.4%	-15.9%	·
Nc1nc(-c2cccnc2)nn1C(=O)CCc1ccccc1	4.6%	-12.6%	-2.3	24.6%	6.3%	-3.4%	0.0%	?	6.1
Cn1c(SCc2nc3ccccc3[nH]2)nnc1-c1cccnc1	17.4%	-9.4%	-3.1	3.8%	10.0%	0.9%	5.5%	-1.4%[57.5 µM]	4.8
CC(C)(CNc1ccc(C(F)(F)F)cc1[N+](=O)[O-])N1CCOCC1	20.0%	10.2%	5.7	10.3%	-26.9%	-1.5%	?	-8.8%	-10.2
CCCNS(=O)(=O)c1ccc(OCC(=O)N(C)Cc2ccccc2)cc1	2.4%	-0.5%	3.5	4.3%	0.5%	-0.7%	-0.6%	-44.5%	-2.2
COc1cc(OC)cc(C(=O)N2CCN(c3ccccc3F)CC2)c1	?	0.7%	-0.4	?	-15.6%	4.1%	-38.4%	i	12.0

The list is partial. The share of hits here may be higher or lower than overall.
